All columns: NCI-60 one-dose screen, growth in % after 48 h at 10 µM unless noted; 100 = growth as untreated, 0 = no growth, -100 = all killed.
HL-60(TB) – HL-60(TB) leukemia cells; hit rate 9% among 78,000; active = growth percent below 10
The depositor's hits bear a star; & = joins results of further samples; [ ] = remark or other dose. Some of the compounds tested; rates above refer to the full screens.

smiles	HL-60(TB)
CC1=CCC23CCC4C(C)(C)CCC[C@]45C[C@]24C1C[C@@H]1C(C)(C)OC(=C(C(C)C)C3=O)[C@@]14O5 (stereo partly drawn)	97
COc1ccc2c(c1)Sc1c(ccc3ccccc13)N2CCCN(C)C	76
O=C(O)c1ccc(-c2nn(-c3ccc(C(=O)O)cc3)cc2CNc2ncccc2F)cc1	102
O=c1cc(-c2ccccc2)oc2cccc(O)c12	98
COc1ccc2c(c1OC)C(=O)O[C@H]2[C@H]1c2c(cc3c(c2OC)OCO3)CCN1C	32
Cc1ccc(Nc2oc(-c3ccccc3)nc2[P+](c2ccccc2)(c2ccccc2)c2ccccc2)cc1	-32*
CCOC(=O)/C(Cc1ccnnc1)=N\O	82
CC1CC=CCC1C(=O)OCCOC(=O)C1CC=CCC1C (stereo not drawn)	100
Cc1cccc(C)c1N=C(N)N[N+](=O)[O-]	98
O=C(NC1CCCCCCC1O)c1ccccc1 (stereo not drawn)	49
CN(C)N=Nc1cccc(Cl)c1	111
CN(C(=O)c1cc2ccccc2[nH]1)c1ccccc1C(=O)O	99
O=C(O)CNC(=O)CCc1nc2c(=O)[nH]c(=S)[nH]c2[nH]c1=O	107
O=C(NO)c1ccc(CN2CCN(c3nc(-c4ccccc4)c4ccccc4n3)CC2)cc1	7.7*
NS(=O)(=O)c1ccc(N2N=C(c3ccc(-c4ccccc4)cc3)CCC2=O)cc1	87
CCn1c(Sc2nnc(NC(=O)CN3CCCCC3)s2)nc2c1c(=O)n(C)c(=O)n2C	108
CC(=O)OC1COC(OC(C)=O)CO1 (stereo not drawn)	102
Nc1cc([N+](=O)[O-])cc([N+](=O)[O-])c1	87
COc1cc(/C=C/C(=O)c2ccc(NC(=O)CSc3nnc(-c4ccccc4)o3)cc2)cc(OC)c1OC	69
O=C(Nc1ccc2ccccc2c1[N+](=O)[O-])c1ccccc1	50
O=C(Nc1ccc(Cl)cc1)N1CCN(C(c2ccc(F)cc2)c2ccc(F)cc2)CC1	65
CCN(CC)S(=O)(=O)c1ccc(S(=O)(=O)N2CCC[C@@H](C(=O)NC3COC3)C2)cc1	86
ClCC1(CSc2ncnc3nc[nH]c23)COC1	102
CN1C(=O)C(=Cc2ccc(OCC(=O)N3CCOCC3)cc2)C(=O)N(C)C1=O	102
CC(=O)ON1CCCC(P(=O)(NCc2ccc(F)cc2)OCc2ccc([N+](=O)[O-])o2)C1=O (stereo not drawn)	89
C=C1C(=O)O[C@H]2[C@H]1CC/C(CNC(=O)C(C)c1ccc(CC(C)C)cc1)=C\CC[C@@]1(C)O[C@@H]21 (stereo partly drawn)	-24*
c1ccc([Se]CCCN2CCNCCNCC2)cc1	85
O=c1[nH]c(N2CCNCC2)nc2sc3c(c12)CCCC3	101
COc1ccc(C(=O)NNC(=O)c2cc(OC)c(OC)c(OC)c2)cc1O	96
C=CCN=C(NC#N)SC	104
CCn1cc(C(=O)O)c(=O)c2cc(F)c(N3CCN(C(=O)CSc4nc(N)cc(=O)[nH]4)CC3)cc21	103
Cc1nc(Br)c(Br)n1Cc1ccccc1	90
COc1ccc(Nc2ncccc2NC(=O)c2cn(Cc3cccc(Oc4ccccc4)c3)nn2)cc1	96
Nc1ccc(Nc2ncnc3sc4c(c23)CCN(Cc2ccccc2)C4)cc1	102
COC(=O)/C=C(/CC(=O)OC)Nc1ccc(OC)cc1	89
COc1ccc(-c2nnc(/C=C/c3cn(-c4ccccc4)nc3-c3ccccc3)o2)cc1OC	101
c1ccc(C(Nc2ccccn2)(c2ccccc2)c2ccccc2)cc1	90
CCCN(CCC)c1ccc(NC(=O)c2cc(OC)c(OC)c(OC)c2)cc1	93
O=C(Nc1ccc2c(c1)OCO2)C1CC(=O)N(c2ccc3c(c2)CCC3)C1 (stereo not drawn)	93[50 µM]
Cc1cc(N2CCOCC2)nc(-n2ccnc2)n1	91
CCOC(=O)CC(C#N)c1ccc([N+](=O)[O-])cc1 (stereo not drawn)	103
CCOC(=O)c1ccc2n1CCc1cnc(NC(C)=O)nc1-2	97
C=C(C)[C@@H]1CC[C@]2(CO)CC[C@]3(C)[C@H](CC[C@@H]4[C@@](C)(CCCO)[C@H](C(=C)C)CC[C@]43C)[C@@H]12	54
O=C1Nc2ccccc2/C1=C/c1ccc(OCc2ccc(Cl)cc2)cc1	86
O=[N+]([O-])c1ccc(Cl)c(Cl)c1Cl	118
CCNc1ccccc1C(=O)O	95&125
CC(C)=CCC/C(C)=C/CC/C(C)=C/CSCCCN(CCCN1CCN(C)CC1)P(=O)(OC(C)C)OC(C)C	95
CC(=O)OCC1O[C@@H](O[C@@H]2O[C@H](CO[Si](C)(C)C(C)(C)C)[C@H]3CCCC[C@@H]23)[C@@H](OC(C)=O)C(OC(C)=O)[C@@H]1OC(C)=O (stereo partly drawn)	93
CC(C)(C)[Si](C)(C)OCC1OC(n2cnc3c(N)ncnc32)C2OC(=S)OC12 (stereo not drawn)	112
Cc1ccc(C(=O)Nc2cc(-n3cnc(F)c3)cc(C(F)(F)F)c2)cc1C#Cc1cnc2cccnn12	24

Continued:
smiles	HL-60(TB)
C=C1C(=O)O[C@H]2[C@H]1CC/C(COC(=O)NCCc1c[nH]c3ccc(Cl)cc13)=C\CC[C@@]1(C)O[C@@H]21	-26*
O=c1[nH]c(Cn2nnc(-c3ccccc3)n2)nc2sc3c(c12)CCCC3	105
CCCCCCCNCCCCCC	84
O=C1CC2C=CCN2C=C1NC(=O)C1CCCCC1 (stereo not drawn)	101
CCOC(=O)NN(C(=O)OCC)N1CCOCC1	109
Cc1oc2nc[nH]c(=O)c2c1C(=O)/C=C/c1ccc([N+](=O)[O-])cc1	64
CC(C)CNCC(=O)Nc1ccc(C(=O)OCC(C)C)cc1	72
COC(c1ccccc1)C(Br)C(=O)c1ccccc1 (stereo not drawn)	79
Cc1ccc(/C=c2\sc3nc4ccccc4n3c2=O)cc1	100
CCCCCCCCCCCCCCCCCCOc1cccc(CC(=O)NCC[N+](C)(C)C)c1	53

Fetched by structure from the entries so far (6):
smiles	HL-60(TB)
Cc1ccc(/C=c2\sc3nc4ccccc4n3c2=O)cc1	100
CCCCCCCCCCCCCCCCCCOc1cccc(CC(=O)NCC[N+](C)(C)C)c1	53
COC(c1ccccc1)C(Br)C(=O)c1ccccc1 (stereo not drawn)	79
O=C1CC2C=CCN2C=C1NC(=O)C1CCCCC1 (stereo not drawn)	101
CCCCCCCNCCCCCC	84
CC(C)CNCC(=O)Nc1ccc(C(=O)OCC(C)C)cc1	72

(list continues)
smiles	HL-60(TB)
Clc1cnc(OC2CCC2)nc1-n1cnc2ccccc21	96
Oc1ccc(/C=N/Nc2c3ccccc3nc3ccccc23)cc1	98
CSc1ccc(CCNc2nc(N)nn2S(=O)(=O)c2ccc(NC(C)=O)cc2)cc1	103
OC(c1ccccc1)c1nnc(SCc2ccccc2)n1Cc1ccccc1 (stereo not drawn)	112
NC1CN2CCC1CC2 (stereo not drawn)	85
CN(C)c1ccc(/C=C/C(=O)c2ccc3ncc(C(N)=O)c(Nc4ccc(Cl)cc4)c3c2)cc1	114
CC(C)c1ccc2c(c1)C(C)(C)CCC2(C)C	100
Cc1ccc(-c2c(C#N)c(N)nc3c2CCCC3C)cc1 (stereo not drawn)	75
S=c1[nH]nc(CSc2ncnc3c2c(-c2ccccc2)c(-c2ccccc2)n3-c2cccc(Cl)c2)o1	105
CC(C)OC(=S)SSC(Cl)(Cl)Cl	102
CCCCC(O)CCC (stereo not drawn)	91
COC(=O)C1C(O)C(C)C(O)C(C)/C=C\C=C(C)C(=O)Nc2c(C)c(OC(C)=O)c3c(c2O)C(=O)C(C)=C2OCOC(=C23)C(C)=CC(C)(O)C(O)C(C)C1O (stereo not drawn)	72
c1ccc(C(=C(c2ccc(-c3ccccc3)cc2)c2ccc(-c3ccccc3)cc2)c2ccccc2)cc1	94
Cc1ccc(-c2cc(-c3cc4ccccc4nc3Cl)[nH]c(=S)n2)cc1	12
CCCCOC(C)OC(CC)c1ccc2c(c1)OCO2 (stereo not drawn)	98
Cc1ccc(C(=O)CSc2nnc3sc(Nc4cccc(Cl)c4)nn23)cc1	88
CCCn1cc(/C=N\N=C2\C(=O)Nc3c(F)cccc32)c2ccccc21	44
Nc1[nH]c(=O)[nH]c(=O)c1-c1c(-c2ccc3c(c2)OCO3)[nH]c2[nH]c(=O)[nH]c(=O)c12	105
Cc1ncc(N)nc1C	92
O=C1CCC(N2C(=O)c3cccc(NCCCCCC(=O)N4CCN(c5ccc6nc7c(nc6c5C(F)(F)F)C(=O)c5ncccc5C7=O)CC4)c3C2=O)C(=O)N1 (stereo not drawn)	-25*
CC(=O)N(N=O)c1c(Br)cc(C)cc1Br	100
Nc1c(C2CCCCC2)c(=O)on1C(=O)c1ccccc1	134
Cc1ccc2c3c(c(=O)[nH]c2c1)C(c1ccc(Cl)cc1)c1c(ncn2nc(-c4ccco4)nc12)O3 (stereo not drawn)	102
O=C(Cc1ccccc1)c1ccc(O)c(Cl)c1	-21*
COc1ccccc1/C=N/NC(=O)O	89
CCCCCCCOc1cccc(/C=C2/C(=O)N=C3SCCCN32)c1	95
CCN(CC)CCCNc1cc(OC)cc2ccc(OC)nc12	96
CCCCCCCSc1ccc(C(=O)CCN2CCN(C)CC2)cc1	88
CCOC(=O)c1c(Cc2[nH]c(C=O)c(C)c2OC(=O)CC)[nH]c(C=O)c1C	75
O=C(c1ccccc1)N1N=C(c2ccc(-n3ccc(C(F)(F)F)n3)c(F)c2)CC1c1ccc[nH]1 (stereo not drawn)	101
NCC(=O)NCC(=O)OCc1ccccc1	103
Nc1ccccc1-c1n[nH]c(=O)[nH]c1=O	105
CCC(C)(c1ccc(O)c(C)c1)c1ccc(O)c(C)c1	128
N#C/C(=C/c1ccccc1)c1ccccc1	109
NC1CC2CCC1C2 (stereo not drawn)	100
COc1cc(OCc2cccc(-c3ccc4c(c3)OCCO4)c2C)cc(OC)c1CN[C@@H](CO)C(=O)O	102
Cc1ccc(/C=C(/NC(=O)c2ccccc2)C(=O)Nc2ccc(S(N)(=O)=O)cc2)cc1	89
COc1ccc2c(c1)-c1c(c3cc(OC)ccc3n(CCN(C)C)c1=O)C2=O	18
Cn1c(=O)c2[nH]c(N3CCCCC3)nc2n(C)c1=O	120
COC(=O)c1cc2c(C)cc(C)nc2[nH]1	89

Gathered by group, those above containing a furan ring, fused or not (3)
smiles	HL-60(TB)
CC(=O)ON1CCCC(P(=O)(NCc2ccc(F)cc2)OCc2ccc([N+](=O)[O-])o2)C1=O (stereo not drawn)	89
Cc1oc2nc[nH]c(=O)c2c1C(=O)/C=C/c1ccc([N+](=O)[O-])cc1	64
Cc1ccc2c3c(c(=O)[nH]c2c1)C(c1ccc(Cl)cc1)c1c(ncn2nc(-c4ccco4)nc12)O3 (stereo not drawn)	102

(list continues)
smiles	HL-60(TB)
Clc1ccc(SCc2cccc3ccccc23)cc1	95
CN(C)CCOc1ccc(Nc2nccc(NCc3ccco3)n2)cc1	74
Cc1ccc(C23CCC(=O)N2CCc2cncn23)cc1 (stereo not drawn)	96
NC1C(=O)NC(=O)NC1=O	101
Cc1c(C(=O)NNC(=O)Nc2ccc(Cl)cc2)nnn1-c1ccc(Br)cc1	103
CCCCCS(=O)(=O)CCCCC	95
CCn1c(Sc2nnc(NC(=O)CCSC(=S)N3CCCC3)s2)nc2c1c(=O)n(C)c(=O)n2C	116
COc1cc(OCc2cccc(-c3ccc(C(O)c4nccs4)cc3)c2C)cc(OC)c1CNCCNC(C)=O (stereo not drawn)	101
CN(C)CCCn1c2c(c3ncccc3c1=O)C(=O)c1ccccc1-2	46
COC12C(COC(N)=O)C3=C(C(=O)C(C)=C(N)C3=O)N1CC1C2N1C (stereo not drawn)	-23*
O=C1c2cccc3cccc(c23)C(=O)N1CCCN[C@H]1CCC[C@@H]1NCCCN1C(=O)c2cccc3cccc(c23)C1=O	109
CC(=O)N1N=C(c2ccc3c(c2)OCO3)CC1c1ccc(F)cc1 (stereo not drawn)	102
CN(C)CCc1c[nH]c2ccc(C[C@H]3COC(=O)N3)cc12	105
CC(O)CCC(C)[N+](=O)[O-] (stereo not drawn)	97
O=[N+]([O-])c1ccc(OCc2ccccc2)c([N+](=O)[O-])c1	95
CS(=O)(=O)c1ccc(-c2[nH]c3ccccc3c2/C=N/O)cc1	98
Cc1ccc(C)c(S(=O)(=O)N2CCN(S(=O)(=O)c3cc(C)ccc3C)CC2)c1	92
O=C(Nc1ccccc1)C1CNCCS1 (stereo not drawn)	96
COc1ccc2c(c1)c(C#N)cc[n+]2C	103
N#C/C(=C\c1ccc(F)cc1)n1nnc2cc(F)c(F)cc21	99
COc1cc(-c2ccc(-c3ccc(C(=N)N)s3)s2)cc(OC)c1OC	-57*
COc1ccc(-n2c(C(O)c3ccccc3)n[nH]c2=S)cc1 (stereo not drawn)	119
CCCCN(CCCC)Cc1cc(C)c(C)cc1C	70
OCCOCC(F)(F)F	-0.4*
Cn1cc(-c2cc3ncnc(Nc4ccc(NC(=O)Nc5cc(C(C)(C)C)on5)cc4)c3s2)cn1	14
Cc1ccc(/C=C2\COc3ccc(O)cc3C2=O)cc1	-32*
CCCCCC/C=C\CCCCCCCCOc1cccc(CCOP(=O)(O)OCC[N+](C)(C)C)c1	22
Cc1ccccc1[C@H]1C(C(=O)c2ccc(Cl)cc2)C2(N[C@@H]1c1ccccc1)C(=O)Nc1ccc(Br)cc12 (stereo partly drawn)	-1.6*
CN(CCSSCCN1CCOCC1)C(=O)Oc1cc2c(c3ccccc13)[C@H](CCl)CN2C(=O)c1cc2cc(OCCCN3CCC3)ccc2[nH]1	-46*
CCCCc1nc2c(N)nc3ccccc3c2n1CC(C)C	80

Source: PubChem
